Tb PYK inh – qHTS of Trypanosoma Brucei Inhibitors; pyruvate kinase (Trypanosoma brucei), Q57TT1; TbPYK enzyme, Kinase-Glo Plus ATP luminescence, 45 min; Potency, µM (series often up to 76.8 µM), for the others: top-dose activity, negative = inhibition, hits mostly inhibitors; hit rate 0.12% among 410,000; AID 624173, 2012; also: potency is read from the fitted curve at half-maximal effect; nearly all actives have a fitted effect of over 50% in size
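Assay buffer: 50 mM TEA pH 7.2, 100 mM KCl, 10 mM MgCl2, 0.05% BSA, 0.01% Tween-20. Pyruvate kinase from T. brucei plus substrate met compound, then ADP (130 uM final). Luminescence was read post 45 min RT.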
AmpC inh no detg – qHTS Inhibitors of AmpC Beta-Lactamase (assay without detergent); P00811; AmpC nitrocefin hydrolysis, absorbance 480 nm, 0.0001% Triton; Potency, µM (titrated, usually from 57.1 µM), inactives show at the highest dose activity change, negative = inhibition, actives largely listed as inhibitors; hit rate 0.52% among 330,000; AID 485341, 2010;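 also: potency is read from the fitted curve at half-maximal effect; plate controls were no compound for no effect and no enzyme for full effect; nearly all actives have a fitted effect of over 20% in size; some results filed as inactive show a strong effect at the top dose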
Target sequence (P00811 whole entry, looked up): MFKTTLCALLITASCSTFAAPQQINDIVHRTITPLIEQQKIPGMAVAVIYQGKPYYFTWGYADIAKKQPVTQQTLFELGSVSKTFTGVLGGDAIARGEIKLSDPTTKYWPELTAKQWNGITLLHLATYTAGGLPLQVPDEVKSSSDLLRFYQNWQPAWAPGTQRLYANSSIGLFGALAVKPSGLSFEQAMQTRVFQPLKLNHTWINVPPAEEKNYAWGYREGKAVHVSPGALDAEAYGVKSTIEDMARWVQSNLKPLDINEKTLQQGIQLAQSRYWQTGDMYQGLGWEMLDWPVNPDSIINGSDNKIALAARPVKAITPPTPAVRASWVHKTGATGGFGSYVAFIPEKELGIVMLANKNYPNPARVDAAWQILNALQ
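20 mM phosphate pH 7.0 + 0.01% (detergent screen) or 0.0001% Triton X-100; 5.3 nM AmpC reagent; cpd preinc 15 min RT; nitrocefin (800 uM stock) to start; A480 q20 s × 4 min; Activity was normalised to no-enzyme and no-compound control wells.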
HCMV inh – qHTS Assay for inhibitors of the human cytomegalovirus (HCMV); HFF cells, HCMV-luciferase reporter, 72 h; stronger effect = lower value; activity change, negative = inhibition, % at 57.5 µM; hit rate 4.5% among 410,000; in the data active = activity change below about -60%; inconclusive = no clear call, values can overlap the other calls; inactive = above about -39%
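Steps: HFFs plated, 16 h 37C; compounds added; HCMV-luciferase added to MOI 1 PFU/cell; 72 h 37C; OneGlo reagent, 5 min room temperature; luminescence read, normalized to controls.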
HCV inhibitor – qHTS Assay for Inhibitors of Hepatitis C Virus (HCV). Huh7.5.1 HCVcc-Cre infection, luciferase reporter, 44 h. Potency, µM (series often up to 41.8 µM), for the others: at the highest dose activity change, negative = inhibition, usual class: inhibitors. hit rate 3.4% among 340,000; also: potency is read from the fitted curve at half-maximal effect
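Luciferase read-out (15 sec integration) after a 15 min room-temperature substrate step quantifies HCVcc-Cre infection. Cells, 1,000 per well, had compound added 4 h post-plating, then virus at ~0.5 moi, and were cultured 44 h.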
AMA1 RON2 block – qHTS for Inhibitors of AMA1-RON; Towards Development of Antimalarial Drug Lead: Primary Screen. Potency, µM (top dose mostly 58.2 µM), for the others: at the highest dose activity change, negative = inhibition, usual class: inhibitors. hit rate 0.2% among 360,000. AlphaScreen AMA1-biotinylated RON2 peptide binding. Plasmodium falciparum AMA1 (3D7) - RON2 peptide interaction;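 also: potency is read from the fitted curve at half-maximal effect; 0% = vehicle wells and -100% = peptide control; nearly all actives have a fitted effect of over 45% in size; some results filed as inactive show a strong effect at the top dose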
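AMA1 (3D7) with his tag at 25 nM final met compounds first, then biotinylated RON2 peptide at 25 nM; detection used donor plus acceptor beads, 10 µg/mL apiece, read by AlphaScreen after 30 min at room temperature.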
AmpC detergent – qHTS Inhibitors of AmpC Beta-Lactamase (assay with detergent). hit rate 0.041% among 370,000. AmpC hydrolysis of nitrocefin, absorbance 480 nm, 0.01% Triton. Potency, µM (highest dose often 114 µM), inactives show at the highest dose activity change, negative = inhibition, most hits filed as inhibitors. AID 485294, 2010;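 also: potency is read from the fitted curve at half-maximal effect; 0% = no-compound wells and -100% = no-enzyme wells; nearly all actives have a fitted effect of over 25% in size; some results filed as inactive show a strong effect at the top dose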
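AmpC (5.3 nM in the dispensed reagent) in 20 mM phosphate pH 7.0 with 0.01% (detergent screen) or 0.0001% Triton X-100 was preincubated with compounds for 15 min at room temperature. Nitrocefin was then added from an 800 uM solution, and hydrolysis was followed at 480 nm.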
LmPK inhibitor – qHTS Assay for Inhibitors of Leishmania Mexicana Pyruvate Kinase (LmPK) | Q27686 | Potency, µM (highest dose often 57.5 µM), for the others: at the top dose activity change, negative = inhibition, usual class: inhibitors | AID 1721, 2009 | purified LmPK, Kinase-Glo ATP luminescence, 1 h | hit rate 0.37% among 290,000; also: potency is read from the fitted curve at half-maximal effect
Target sequence (Q27686 whole entry, looked up): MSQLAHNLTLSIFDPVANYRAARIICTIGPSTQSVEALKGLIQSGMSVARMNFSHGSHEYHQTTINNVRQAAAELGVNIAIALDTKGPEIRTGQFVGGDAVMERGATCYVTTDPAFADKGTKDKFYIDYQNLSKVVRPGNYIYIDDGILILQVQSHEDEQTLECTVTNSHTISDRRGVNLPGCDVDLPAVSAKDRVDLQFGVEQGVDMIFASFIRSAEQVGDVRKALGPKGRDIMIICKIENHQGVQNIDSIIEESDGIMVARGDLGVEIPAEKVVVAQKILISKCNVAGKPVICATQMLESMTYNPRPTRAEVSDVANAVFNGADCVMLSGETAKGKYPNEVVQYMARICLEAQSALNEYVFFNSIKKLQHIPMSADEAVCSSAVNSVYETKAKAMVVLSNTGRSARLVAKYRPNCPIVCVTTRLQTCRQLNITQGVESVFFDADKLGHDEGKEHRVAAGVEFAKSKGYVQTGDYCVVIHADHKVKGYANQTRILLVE
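ATP generated from ADP (0.1 mM) and PEP (0.5 mM) by 0.1 nM LmPK over 1 h at room temperature (pH 7.2 imidazole buffer) was detected by coupled luciferase luminescence. Values were normalized to uninhibited and no-enzyme wells.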
* hit, by the source's call; ? = inconclusive; / = not tested or not shown; [ ] = dose if it differs, or a comment. Unless noted, calls follow the shape of the dose curve; as a rule, active = well fitted curve in the direction sought with a large enough effect; inconclusive = small, poorly fitted or top-dose-only effect, or another doubt; inactive = no such curve, though single readings can be large; an effect the other way counts as inactive or inconclusive. Unless noted, % is scaled to controls: 0 for no effect and ±100 for the full control effect.

structure	Tb PYK inh	AmpC inh no detg	HCMV inh	AmpC detergent	HCV inhibitor	LmPK inhibitor	AMA1 RON2 block
O=C(CSc1nnnn1C1CCCCC1)NCc1cccc(C(=O)O)c1	0%	-4%	12	7%	-1%	6%	26%
COc1cc(C(=O)NCCN2C(=O)S/C(=C\c3cccs3)C2=O)cc(OC)c1OC	0%	-8%[2.29 µM]	79	?	?	3%	-13%
CCOC(=O)c1c(C)oc2cc(Br)c(OC(=O)N3CCOCC3)cc12	1%	140%[activator]	-2	-7%	5%	-2%	0%
CCOCCc1nnc(N)s1	-4%	-12%	25	-6%	1%	1%	-7%
CCC(C)NC(=O)C(Cc1ccccc1)NS(=O)(=O)c1cccc2nsnc12 (stereo unspecified)	-2%	-12%	-15	-14%	6%	-3%	1%
COCCN(C(=O)COC(=O)C1CCC(C(C)(C)C)CC1)c1c(N)n(Cc2ccccc2)c(=O)[nH]c1=O (stereo unspecified)	-12%	244%[activator]	?	2%	0%	/	4%
O=C(CCNC(=O)c1ccc([N+](=O)[O-])cc1)NCc1ccccc1	-1%	94%[activator]	30	?	-2%	/	5%
O=C(NCc1ccccc1Cl)c1cc(=O)[nH]c2ccc(S(=O)(=O)N3CCCCC3)cc12	3%	/	17	9%	/	/	/
C/C=C/C(=O)N1CC2(CC(c3cccc(NC(=O)COc4ccc(Cl)cc4)c3)=NO2)C[C@@H]1C(N)=O (stereo partly specified)	1%	147%[activator]	13	4%	7%	1%	-1%
CCN(CC)S(=O)(=O)c1cccc(NC(=O)c2ccc(S(=O)(=O)N3CCCC3)cc2)c1	1%	/	-66*	/	?	/	0%

2 entries from above, as labelled records.
Compound: CCOC(=O)c1c(C)oc2cc(Br)c(OC(=O)N3CCOCC3)cc12
  Tb PYK inh: 1% | AmpC inh no detg: 140%[activator] | HCMV inh: -2 | AmpC detergent: -7% | HCV inhibitor: 5% | LmPK inhibitor: -2% | AMA1 RON2 block: 0%

Compound: CCOCCc1nnc(N)s1
  Tb PYK inh: -4% | AmpC inh no detg: -12% | HCMV inh: 25 | AmpC detergent: -6% | HCV inhibitor: 1% | LmPK inhibitor: 1% | AMA1 RON2 block: -7%

Carrying on.
structure	Tb PYK inh	AmpC inh no detg	HCMV inh	AmpC detergent	HCV inhibitor	LmPK inhibitor	AMA1 RON2 block
CCOC(=O)C1=NN(c2ccc(Cl)cc2)C(=O)C1	-13%	0%	-5	2%	-21%	-3%	0%
O=c1cc(C(F)(F)F)nc(-c2ccccc2OC(F)(F)F)[nH]1	2%	-9%	-8	-6%	20%	-3%	-8%
COc1ccccc1Nc1cc(C(=O)NCCCN2CCOCC2)c2ccccc2n1	-3%	179%[activator]	0	10%	1%	4%	-5%
COc1ccc(OC)c(NC(=O)C(C)SCc2nc3sc(C)c(C)c3c(=O)[nH]2)c1 (stereo unspecified)	-15%	-20%	-10	3%	-9%	/	19%
O=C(NNC(=O)c1ccccc1OCc1ccc(F)cc1)c1ccncc1	1%	-6%	0	0%	-25%	/	105%[activator]
Cc1cc2nc(SCCOC(=O)Nc3ccc(Cl)cc3)nc(C)c2cc1C	0%	-23%	-31	15%	7%	-2%	-2%
COc1cc(C2/C(=C(\O)c3ccc4c(c3)CC(C)O4)C(=O)C(=O)N2CCCn2ccnc2)ccc1O (stereo unspecified)	-5%	-16%	38	2%	-5%	1%	-23%
C=CCn1c(SCc2ccc(C(=O)O)cc2)nc2sc(C)c(C)c2c1=O	-6%	-43%	-21	2%	22%	-2%	65%[activator]
Nc1ccc2nc(-c3ccccc3)sc2c1	?	/	-32	-1%	?	8.9µM*	13%
CC(C)Oc1ccc(C(=O)Nc2ccc3oc(-c4ccncc4)nc3c2)cc1	1%	/	-20	-5%	/	/	/

structure	Tb PYK inh	AmpC inh no detg	HCMV inh	AmpC detergent	HCV inhibitor	LmPK inhibitor	AMA1 RON2 block
CC1=C(C(=O)N2CCOCC2)CC(CC(=O)NCCCN(C)C)C(=O)N1Cc1ccc(C(C)(C)C)cc1 (stereo unspecified)	2%	/	-18	/	/	/	4%
COc1ccccc1C(c1nnnn1Cc1ccccc1)N1CCN(C2CCCC2)CC1 (stereo unspecified)	-28%	-1%	9	?	?	3%	-9%
CN(C)C(=O)Oc1cccc(NC(=O)N2CCOCC2)c1	2%	-21%	35	1%	9%	-6%	6%
O=C(c1ccc2c(c1)OCO2)N(c1ccccc1)C1C=CS(=O)(=O)C1 (stereo unspecified)	-3%	-12%	74	?	6%	-13%	2%
CCOC(=O)C1C(=O)OC2(CCCCC2)C1C(=O)OCC (stereo unspecified)	-1%	-3%	72	-13%	8%	0%	3%
COc1cccc(C=NCCNC(=O)c2nonc2N)c1O	-1%	-22%	-1	-14%	24%	-15%	14%
Cc1ccc(OCC(=O)NCCN2CCCC2)cc1	1%	-11%	-11	5%	3%	-11%	29%
COc1ccc(Cl)cc1C(=O)Nc1nc(C)cc(C)n1	1%	-6%	7	-7%	-8%	-1%	-13%
Cc1ccc(-c2c[n+](CC(=O)c3ccc(Br)cc3)c3n2CCCCC3)cc1	-2%	49%	-88*	4%	-8%	0%	-5%
CNC(=O)CN1C(=O)NC2(CCc3ccccc3C2)C1=O (stereo unspecified)	4%	-19%	-25	-2%	-9%	-5%	-14%

structure	Tb PYK inh	AmpC inh no detg	HCMV inh	AmpC detergent	HCV inhibitor	LmPK inhibitor	AMA1 RON2 block
CCOC(=O)C1(C)C(=O)CC2c3nc4ccccc4cc3CN2C1=O (stereo unspecified)	-4%	/	?	/	/	/	113%[activator]
Cc1ccc(OCC(=O)Nc2ccccc2-c2ccccc2)cc1	3%	-30%	-16	1%	?	2%	33%[activator]
COc1ccc(N(C(=O)C2COc3ccccc3O2)C(C(=O)NC2CCCCC2)c2ccccc2)cc1OC (stereo unspecified)	-1%	-15%	-63*	-8%	?	2%	-11%
CCC1CN(C(=O)N2CCC(C(=O)NCCC3=CCCCC3)CC2)c2cc(C)ccc2O1 (stereo unspecified)	-1%	/	129	23%	/	/	/
Cc1ccc2nc(N(CCN(C)C)C(=O)c3cc(Cl)sc3Cl)sc2c1	7%	56%	-13	?	-11%	1%	-22%
O=C(NCCc1ccc(F)cc1)c1cc([N+](=O)[O-])ccc1N1CCOCC1	1%	?	-13	-3%	7%[8.37 µM]	/	4%
NC(CSS(=O)(=O)O)=NCCC12CC3CC(CC(O)(C3)C1)C2	0%	-4%	-20	-3%	10%	-3%	29%
Cn1c(Cc2ccccc2)nnc1SCC(=O)N1CCCCC1	3%	-6%	-8	0%	-1%	-1%	-14%
CCCCCN(C(=O)CCC(=O)OCC(=O)N1CCCC(C)C1)c1c(N)n(CCCC)c(=O)[nH]c1=O (stereo unspecified)	1%	112%[activator]	39	1%	-28%	-1%	?
CCc1ccc(N2CC(C(=O)NC3CC3)CC2=O)cc1 (stereo unspecified)	0%	21%	?	2%	10%	2%	2%

structure	Tb PYK inh	AmpC inh no detg	HCMV inh	AmpC detergent	HCV inhibitor	LmPK inhibitor	AMA1 RON2 block
Cc1cc(C(=O)Nc2nnc(C(F)(F)F)s2)cs1	2%	-4%	34	1%	-12%	1%	15%
CSc1ccc(CNC(=O)CN2C(=O)C3CCCCN3c3ccc(C(=O)N4CCCC4)cc32)cc1 (stereo unspecified)	12%	/	-9	22%	/	/	/
COc1ccc(C2=NN(C(=O)CCC(=O)O)C(c3ccccc3)C2)cc1 (stereo unspecified)	-3%	-15%	11	3%	18%	-5%	3%
CC(=O)Nc1nnc(SCC(=O)N2CCc3ccccc32)s1	0%	-12%	-4	-13%	-8%	2%	-10%
CCCCn1c(N)c(N(CCOC)C(=O)COC(=O)Cc2cccc(OC)c2)c(=O)[nH]c1=O	-1%	1%	-8	-16%	22%	/	-5%
CC(=O)Nc1ccccc1OCc1cc(=O)n2c(C)csc2n1	2%	/	-1	15%	/	/	/
CCOC(=O)[C@]12Cc3c(cc(OC)c(OC)c3OC)[C@H]1N(Cc1ccccc1)C(=O)c1cc(OC)ccc12	-1%	/	-107*	/	/	/	-6%
CCN1CCN(c2nc3c(C)cccn3c(=O)c2/C=C(\C#N)S(=O)(=O)c2ccc(Cl)cc2)CC1	-4%	93%[activator]	12	9%	19%	-2%	-27%
COc1ccc(CC(=O)NCC(=O)NCc2cc(=O)n(C)c(=O)n2C)cc1	18%	-6%	-7	1%	-1%	-4%	11%
Nc1ccc2nc(-c3ccc(Cl)cc3)[nH]c2c1	0%	-6%	217	-10%	-16%	-2%	21%

structure	Tb PYK inh	AmpC inh no detg	HCMV inh	AmpC detergent	HCV inhibitor	LmPK inhibitor	AMA1 RON2 block
O=C(CSc1nccc(-c2cccs2)n1)Nc1ccccc1	-3%	-27%	-34	6%	-8%	6%	0%
N#Cc1cc([N+](=O)[O-])ccc1NC(=O)COC(=O)C1CC2CCCC(C1)C2=O (stereo unspecified)	1%	-13%	-2	-21%	15%[8.37 µM]	/	-9%
CCNC(=O)COC(=O)c1cc(-c2ccccc2)nn1-c1ccccc1	-2%	91%[activator]	-15	-7%	13%	0%	6%
CC(=O)NC1C(OCc2ccccc2)OC2COC(C)(C)OC2C1O (stereo unspecified)	-5%	-8%	-37	-13%	8%	6%	-2%
Cc1ccc(C(=O)N/C(=C/c2ccco2)C(=O)NCc2ccco2)cc1	-5%	-36%	23	2%	7%	0%	4%
COc1ccccc1N1C(=O)C2C(C(=O)c3ccccc3)=NN(c3ccccc3OC)C2C1=O (stereo unspecified)	-3%	42%	-22	-5%	-11%	3%	14%
COc1cc(NC(=O)c2noc3c2CC(C)CC3)c(OC)cc1Cl (stereo unspecified)	-5%	/	31	4%	/	/	/
COc1ccc(S(=O)(=O)N2CCOCC2)cc1NC(=O)C1COc2ccccc2O1 (stereo unspecified)	-4%	70%[activator]	-4	-2%	-15%	/	-15%
Cn1c(=O)c2c(nc(N3CCOCC3)n2CCNC2=NCCC2)n(C)c1=O	8%	/	-7	/	4%	/	-7%
CCOC(=O)CNc1c(-c2ccc(O)cc2)nc2ccccn12	-1%	-38%	57	-1%	-7%	3%	-2%
Cc1cc(C)c(NC(=O)CSc2nncn2-c2cccnc2)c(C)c1	-4%	-18%	-32	?	14%	-1%	-1%
COc1ccc(CCNC(=O)c2cc3c(=O)n(C)c4cc(Cl)ccc4c3s2)cc1OC	4%	/	-24	-6%	/	/	/
